From PubChem BioAssay
HCV NS3 hel inh = inhibitors of Hepatitis C virus NS3 helicase. inhibition, % at 10.9 µM. NS3 helicase DNA unwinding, Cy5 molecular beacon fluorescence. 0.56% of 290,000 active. AID 1800;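 active = inhibition above the mean of all tested compounds plus 3 SD, set per campaign, cut at about 35% in these data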;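 also: 0% = DMSO wells and 100% = thioflavine S control wells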
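System: HCV NS3 helicase fragment; control set: DMSO and thioflavine S; technique: Cy5 fluorescence at 0 and 60 min, beacon hairpin quenching; reagent: beacon DNA duplex substrate plus ATP; replicates: singlicate; schedule: 1 h reaction at 25 °C, ATP-initiated; medium: MOPS buffer pH 6.5 with MgCl2, DTT, Tween20, BSA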
VIM-2 inh = inhibitors of Pseudomonas aeruginosa VIM-2 metallo-beta-lactamase | purified VIM-2, nitrocefin hydrolysis, epi-absorbance fluorescence | inhibition, % at 5.6 µM | 0.89% of 290,000 active | AID 1527;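 active = inhibition above the mean of all tested compounds plus 3 SD, cutoff set per screening run, cut at about 7.5% in these data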;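 also: red hydrolysis product quenches plate fluorescence so inhibitors raise well fluorescence; 0% = enzyme with DMSO and 100% = DMSO without enzyme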
IMP-1 inhibitor = blocks Pseudomonas aeruginosa IMP-1 metallo-beta-lactamase; purified IMP-1, nitrocefin hydrolysis, epi-absorbance fluorescence; inhibition, % at 5.6 µM; 0.45% of 290,000 active; AID 1556;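 active = inhibition above the mean plus 3 SD of all compounds in the same screening run, cut at about 4.5% in these data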;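 also: 0% = IMP-1 with DMSO and 100% = DMSO wells lacking enzyme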
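assay system = purified recombinant IMP-1 metallo-beta-lactamase enzyme | schedule = 15 min preincubation plus 25 min reaction at 25 °C | signal = Epi-absorbance fluorescence, 480 nm excitation, 530 nm emission | read-out basis = percent inhibition from optical density relative to buffer-blank wells | controls = IMP-1 with DMSO as 0%, enzyme-free DMSO as 100%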
MEKK3 PB1 HTS = MEKK3-MEK5 PB1 interaction, increase or decrease. Q99759. bead-based flow cytometry, Alexa488-MEK5 binding to MEKK3; actives lie on both sides; 0 = blocked by unlabeled MEK5, 100 = vehicle. AID 1529. 1.4% of 290,000 active. binding response (% of control), % at 10 µM;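 active = binding response more than 3 SD above or below the average of its plate-row segment, actives on both sides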;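 also: Alexa488 bead fluorescence after subtracting the streptavidin-only scavenger bead signal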
Target sequence (Q99759 whole entry, looked up): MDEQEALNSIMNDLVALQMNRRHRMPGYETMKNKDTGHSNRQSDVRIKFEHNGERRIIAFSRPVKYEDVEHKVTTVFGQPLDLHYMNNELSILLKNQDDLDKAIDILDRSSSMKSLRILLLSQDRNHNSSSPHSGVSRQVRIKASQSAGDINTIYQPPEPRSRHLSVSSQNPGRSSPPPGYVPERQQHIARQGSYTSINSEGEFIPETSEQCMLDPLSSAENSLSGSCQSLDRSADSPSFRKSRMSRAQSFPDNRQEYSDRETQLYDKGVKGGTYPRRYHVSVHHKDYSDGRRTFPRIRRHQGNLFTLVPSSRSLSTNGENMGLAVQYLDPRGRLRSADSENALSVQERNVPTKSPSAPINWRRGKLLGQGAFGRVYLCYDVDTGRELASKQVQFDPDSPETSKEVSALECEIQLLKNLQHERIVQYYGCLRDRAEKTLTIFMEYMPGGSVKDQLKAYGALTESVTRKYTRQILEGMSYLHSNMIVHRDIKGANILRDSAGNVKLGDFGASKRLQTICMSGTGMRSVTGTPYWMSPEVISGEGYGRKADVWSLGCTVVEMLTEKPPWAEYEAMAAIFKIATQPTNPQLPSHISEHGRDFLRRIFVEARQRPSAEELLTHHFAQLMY
SUMO HTRF inh = blocks human SUMOylation mediated by UBC9. 0.36% of 290,000 active. P63279. HTRF SUMOylation assay, SAE1/SAE2 + UBC9, in vitro. inhibition, % at 35 µM; in the data active = inhibition above about 50%, passing the limit was not always enough; also: strong numbers were not always called active
Target sequence (P63279 whole entry, looked up): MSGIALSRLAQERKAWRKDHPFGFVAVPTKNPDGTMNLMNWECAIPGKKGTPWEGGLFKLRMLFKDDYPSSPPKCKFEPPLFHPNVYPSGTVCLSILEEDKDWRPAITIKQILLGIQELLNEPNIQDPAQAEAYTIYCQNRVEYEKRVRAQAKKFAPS
pCIP destab = lowers stability of the mouse p/CIP coactivator protein | Q05BA5 | 0.01% of 290,000 active | F442A p/CIP-EGFP cells, EGFP fluorescence, 16 h | decrease of EGFP signal, % at 10 µM;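 active = EGFP signal decrease of at least 30% at 10 µM or well 3 SD below plate mean, unless failing retest; inactive = the rest, including hits failing retest or dose response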; also: some compounds called inactive have numbers as strong as hits; many of its hits are not listed in these tables
FID counter = displaces DNA intercalator in HCV helicase counter-screen | AID 1845 | DNA fluorescent intercalator displacement, fluorescence | 0.17% of 290,000 active | inhibition, % at 7.9 µM; in the data active = inhibition above about 37%;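 also: 0% = vehicle and 100% = reference compound; higher means more ethidium bromide displaced from hairpin DNA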
PHOSPHO1 block = blocks human PHOSPHO1 phosphatase activity; recombinant PHOSPHO1, absorbance phosphatase assay; inhibition, % at 13.3 µM; 1.1% of 290,000 active; in the data active = inhibition above about 60%
Target sequence (Q8TCT1 whole entry, looked up): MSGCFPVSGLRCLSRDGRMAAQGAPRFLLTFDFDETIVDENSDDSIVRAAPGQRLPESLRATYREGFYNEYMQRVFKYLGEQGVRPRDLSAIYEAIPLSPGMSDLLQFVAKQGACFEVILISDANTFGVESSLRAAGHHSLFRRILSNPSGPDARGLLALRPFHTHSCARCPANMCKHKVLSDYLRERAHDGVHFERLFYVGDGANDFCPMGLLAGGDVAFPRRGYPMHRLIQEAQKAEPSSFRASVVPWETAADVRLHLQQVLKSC
IDE act = activators of human insulin-degrading enzyme in cells; P14735; HEK cells, FAbeta-B cleavage, fluorescence polarization; 0% vehicle, 100% cell-free pure enzyme wells; activation, % at 5.96 µM; 0.073% of 340,000 active; AID 493087;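 active = activation above the mean of all tested compounds plus 3 SD, set per screening campaign, cut at about 17% in these data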
* marks the source's active call; other numbers are inactive results; · = not tested or not shown. Only part of the results is shown; the hit share may differ from the screen's.

1	COc1ccc(-n2nc(C(=O)NCCCN3CCCC3=O)c3c4ccccc4n(C)c3c2=O)cc1Cl
2	C=CC[n+]1c(-c2ccc(C)cc2)csc1Nc1ccc(NC(C)=O)cc1
3	COc1cccc(C(=O)COc2ccc3c(C)c(Cc4ccccc4)c(=O)oc3c2)c1
4	Cc1noc(C)c1CSc1nnnn1-c1ccc(Cl)cc1
5	NC(=O)N/N=C/c1cc(Br)ccc1OCC(=O)NCc1ccccc1
6	CNC(=O)c1[nH]cnc1C(=O)Nc1ccc(Cl)cc1
7	CCn1c(SCC(=O)N2CCCCC2)nc2c(c1=O)SC(C)C2 (stereo not given)
8	CCOc1ccccc1N1CC(C(=O)Nc2ccccc2N2CCOCC2)CC1=O (stereo not given)
assay / compound,1,2,3,4,5,6,7,8
FID counter,-10,-5,-10,-12,-15,-4,-15,-25
PHOSPHO1 block,29,15,8,7,-39,21,18,11
VIM-2 inh,5.9,-0.5,-1.1,-0.3,-1.3,0.3,-2.8,-4.3
MEKK3 PB1 HTS,100,103,93,101,101,102,103,103
IDE act,5,2,10,1,6,-1,2,-5
HCV NS3 hel inh,-5,-1,-2,-1,6,-18,-8,7
SUMO HTRF inh,2,-4,2,25,21,18,14,-6
pCIP destab,-3,-4,6,0,-8,-7,-11,-9
IMP-1 inhibitor,1.0,-2.4,-4.3,-2.7,-3.9,-1.8,-2.5,-1.9

9	Cn1c(Cc2ccccc2)nnc1SCC(=O)NC1CC1
10	COc1c2c(cc3ccc(=O)oc13)CCO2
11	Cc1cc(C)nc(SCC(=O)N2CCC(C(N)=O)CC2)n1
12	CCC(=O)Oc1ccc(C(=O)Nc2ccc([N+](=O)[O-])cc2)cc1
13	CCCSc1nc2c(cnn2-c2ccc(F)cc2)c(=O)[nH]1
14	c1ccc(N/N=C(\Cc2nc3ccccc3[nH]2)c2ccccc2)cc1
15	CC1CC(Nc2ccccc2)c2ccccc2N1C(=O)c1ccco1 (stereo not given)
16	O=C(CN1CCOCC1)Nc1cc(Cl)ccc1Cl
assay / compound,9,10,11,12,13,14,15,16
FID counter,-2,0,-2,6,-2,-1,-26,-6
PHOSPHO1 block,43,14,-3,13,-2,25,20,16
VIM-2 inh,-3.7,-3.1,-0.2,-2.8,-2.8,-4.5,-2.5,-1.0
MEKK3 PB1 HTS,104,99,97,93,98,103,102,97
IDE act,1,2,0,1,4,0,1,-3
HCV NS3 hel inh,8,-11,1,6,-4,2,-43,3
SUMO HTRF inh,2,32,27,14,-3,-4,3,8
pCIP destab,-1,-10,-16,5,4,14,-7,0
IMP-1 inhibitor,-1.6,-3.9,-0.3,-1.5,1.9,-3.9,-2.8,2.7

17	Cc1cccc(-n2c(CNC(=O)c3ccc(S(=O)(=O)N4CCCC4)cc3)n[nH]c2=S)c1
18	COc1ccc(-n2ncc3c(NCC4CCCO4)ncnc32)cc1 (stereo not given)
19	CC(=O)C12CCCCC1CC1[C@@H]3CC(C)C4=CC(=O)CC[C@]4(C)C3CC[C@@]12C (stereo not given in full)
20	Cc1ccc2[nH]c(C(=O)N3CCOCC3)cc2c1
21	CC(C)(C)[C@H]1C=C(C(=O)NC2CC2)O[C@@H](OCc2ccc(CO)cc2)C1
22	Cc1ccc(CN2C(=O)CCC2C(=O)NCCCN2CCOCC2)cc1 (stereo not given)
23	CCCN1CC=C2C(C#N)=C(N)C(C#N)(C#N)C(c3cc(OC)ccc3OC)C2C1 (stereo not given)
24	CC(=O)c1ccc(N(CC(=O)NC2CCCC2)C(=O)c2csnn2)cc1
assay / compound,17,18,19,20,21,22,23,24
FID counter,-11,-2,-7,-2,-27,1,-7,-3
PHOSPHO1 block,80*,24,27,23,36,36,-7,26
VIM-2 inh,-4.9,-0.5,-2.4,0.8,2.4,-1.6,-0.8,-0.6
MEKK3 PB1 HTS,102,89,101,103,70,108,97,97
IDE act,2,7,3,6,-3,0,-5,-3
HCV NS3 hel inh,0,-1,7,0,-3,10,-8,0
SUMO HTRF inh,3,31,-6,12,6,-4,34,1
pCIP destab,-2,-20,-4,-8,1,-6,-17,-6
IMP-1 inhibitor,-3.1,-0.3,-0.8,2.5,1.7,-1.4,-3.9,-1.9

25	CC(C)N(Cc1nc(-c2ccccc2)no1)S(=O)(=O)c1ccccc1
26	CCC(C(=O)NNC(=O)c1cnccn1)c1ccccc1 (stereo not given)
27	O=c1cc(Nc2ccc3c(c2)OCCO3)[nH]c(=O)n1-c1ccc(Cl)cc1
28	C=CCc1c(C)nc(C)nc1N/N=C/c1ccc([N+](=O)[O-])cc1
29	Nc1sc2c(c1C(=O)NC1CCS(=O)(=O)C1)CCCC2 (stereo not given)
30	CCCCCN(C(=O)NC(=O)Nc1cccc(C)c1C)S(C)(=O)=O
31	CCC(C)N(C(=O)Cn1nnc2ccccc21)C(C(=O)NCc1ccco1)c1cccc(OC)c1 (stereo not given)
32	CN1CCc2c(OCC(=O)NC3CCCCC3)cccc2C1=O
assay / compound,25,26,27,28,29,30,31,32
FID counter,-14,-2,-5,8,-12,-5,-9,-18
PHOSPHO1 block,-1,11,19,34,22,6,-15,23
VIM-2 inh,-3.7,-1.2,1.3,-3.0,-2.9,-1.8,-1.9,-2.8
MEKK3 PB1 HTS,109,99,107,95,101,99,104,98
IDE act,4,-1,1,-6,-7,4,-2,5
HCV NS3 hel inh,-9,-1,5,5,5,7,10,-8
SUMO HTRF inh,-14,-10,-27,8,10,-23,14,0
pCIP destab,-6,6,3,0,1,-15,-4,10
IMP-1 inhibitor,-2.8,-2.5,-2.7,-2.1,-2.4,-3.3,-2.0,-0.6

33	O=C(CSc1n[nH]c(-c2ccco2)n1)Nc1sc2c(c1C(=O)Nc1ccccc1)CCCC2
34	Cc1cc(OCc2cc(C(=O)N3CCN(CC4CC4)CC3)no2)cc(C)c1Cl
35	CCOc1ccc(N2C(=O)Nc3ccc(Br)cc3C2(O)C(=O)NCCN(C)C)cc1 (stereo not given)
36	CC(=O)Nc1ccc(C(=O)OCC(=O)Nc2ccc([N+](=O)[O-])cc2C(F)(F)F)cc1
37	CN(CC(=O)Nc1ncn[nH]1)S(=O)(=O)c1cc(Cl)ccc1Cl
38	CCN(c1ccc(OC)cc1)S(=O)(=O)c1ccc2c(c1)CC(C)N2C(=O)C1CC1 (stereo not given)
39	C/C=C(\C)CN1CCN(c2cccc(C)c2C)CC1
40	Cn1cc(C(c2ccccn2)c2cn(C)c3ccccc23)c2ccccc21
assay / compound,33,34,35,36,37,38,39,40
FID counter,-9,-3,-4,0,-6,-52,3,-4
PHOSPHO1 block,-17,49,16,-9,48,36,49,10
VIM-2 inh,0.0,-4.4,-0.1,-0.7,-5.5,-1.1,-1.2,-1.6
MEKK3 PB1 HTS,96,100,106,101,102,101,100,108
IDE act,2,-21,-3,1,1,1,4,2
HCV NS3 hel inh,5,-89,11,-1,-2,-7,0,-1
SUMO HTRF inh,7,-5,-12,-9,13,·,10,-8
pCIP destab,-16,1,3,5,3,-1,-3,5
IMP-1 inhibitor,-4.2,-3.4,-2.3,-4.0,-2.2,-1.1,-3.8,-4.4

41	O=C(NNC(=S)NC(=O)c1ccccc1)c1cccnc1
42	Cc1cccc(/C=N/n2c(C)nc3ccccc3c2=O)c1
43	Cc1cc(=O)[nH]c(SCC(=O)NC(c2ccccc2)c2ccccc2)n1
44	O=C(Nc1cccc2ncccc12)c1ccc(F)cc1
45	CCOc1ccc(NC(=O)Nc2c(C)n(C)n(-c3ccccc3)c2=O)cc1
46	CCNc1nc(NCC)nc(C(=O)Nc2ccccc2)n1
47	CN(CC(=O)Nc1ccc(N2CCOCC2)cc1)C(=O)C1CCCC1
48	Cc1noc(C)c1COc1cccc(C(=O)NC(C)(C)C)c1
assay / compound,41,42,43,44,45,46,47,48
FID counter,-6,-11,-9,1,-8,-10,-1,-7
PHOSPHO1 block,-95,33,-2,3,33,37,53,9
VIM-2 inh,-1.4,0.0,-1.6,-1.9,-1.4,-0.3,-4.8,-2.9
MEKK3 PB1 HTS,102,101,107,132*,98,100,98,110
IDE act,1,1,-3,1,-5,1,4,-6
HCV NS3 hel inh,11,-8,-9,-13,9,-2,3,17
SUMO HTRF inh,-7,9,-8,-1,1,-13,11,-3
pCIP destab,2,1,-23,-5,1,-4,-6,-6
IMP-1 inhibitor,-2.8,-3.2,-1.8,-2.4,-1.7,-1.8,-2.1,-2.1

49	Nc1cccc(Nc2ccccc2)c1
50	O=C(OCCN1C(=O)c2ccccc2C1=O)c1cc2ccccc2o1
51	Cc1cccc(NC(=O)/C(C#N)=C/c2ccc(Cl)cc2)n1
52	N#CCc1nc(CSc2nc3ccccc3s2)cs1
53	CCOC(=O)CSc1nnc(NC(=O)c2cccc(S(=O)(=O)N3CCCCC3)c2)s1
54	CCCCCNC(=O)Cc1cc(=O)[nH]c(=O)[nH]1
55	CCCCCCNC(=O)Cc1ccc(Br)cc1
assay / compound,49,50,51,52,53,54,55
FID counter,4,0,-4,-9,-2,-7,-14
PHOSPHO1 block,39,10,·,59,-6,14,-10
VIM-2 inh,-2.5,-3.0,-2.1,-5.0,-1.6,-5.4,-3.0
MEKK3 PB1 HTS,111,99,102,98,99,107,100
IDE act,7,-1,2,-3,-1,4,2
HCV NS3 hel inh,-10,7,1,13,-4,5,3
SUMO HTRF inh,-20,24,2,27,11,-15,-11
pCIP destab,-4,-1,-4,-23,-14,3,4
IMP-1 inhibitor,-3.8,-4.0,-1.5,-8.6,1.2,-4.0,-4.1

Fetched by compound from above (six):
16	O=C(CN1CCOCC1)Nc1cc(Cl)ccc1Cl
54	CCCCCNC(=O)Cc1cc(=O)[nH]c(=O)[nH]1
25	CC(C)N(Cc1nc(-c2ccccc2)no1)S(=O)(=O)c1ccccc1
47	CN(CC(=O)Nc1ccc(N2CCOCC2)cc1)C(=O)C1CCCC1
12	CCC(=O)Oc1ccc(C(=O)Nc2ccc([N+](=O)[O-])cc2)cc1
33	O=C(CSc1n[nH]c(-c2ccco2)n1)Nc1sc2c(c1C(=O)Nc1ccccc1)CCCC2
assay / compound,16,54,25,47,12,33
FID counter,-6,-7,-14,-1,6,-9
PHOSPHO1 block,16,14,-1,53,13,-17
VIM-2 inh,-1.0,-5.4,-3.7,-4.8,-2.8,0.0
MEKK3 PB1 HTS,97,107,109,98,93,96
IDE act,-3,4,4,4,1,2
HCV NS3 hel inh,3,5,-9,3,6,5
SUMO HTRF inh,8,-15,-14,11,14,7
pCIP destab,0,3,-6,-6,5,-16
IMP-1 inhibitor,2.7,-4.0,-2.8,-2.1,-1.5,-4.2
